High-throughput results from PubChem BioAssay.
AmpC inh detg – qHTS Inhibitors of AmpC Beta-Lactamase (assay with detergent) | P00811 | AmpC hydrolysis of nitrocefin, absorbance 480 nm, 0.01% Triton | Potency, µM (series often up to 114 µM), inactives show top-dose activity change, negative = inhibition, actives largely listed as inhibitors | 0.041% of 370,000 active | AID 485294, 2010;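 also: potency is read from the fitted curve at half-maximal effect; 0% = no-compound wells and -100% = no-enzyme wells; nearly all actives have a fitted effect of over 25% in size; some results filed as inactive show a strong effect at the top dose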
Target sequence (P00811 whole entry, looked up): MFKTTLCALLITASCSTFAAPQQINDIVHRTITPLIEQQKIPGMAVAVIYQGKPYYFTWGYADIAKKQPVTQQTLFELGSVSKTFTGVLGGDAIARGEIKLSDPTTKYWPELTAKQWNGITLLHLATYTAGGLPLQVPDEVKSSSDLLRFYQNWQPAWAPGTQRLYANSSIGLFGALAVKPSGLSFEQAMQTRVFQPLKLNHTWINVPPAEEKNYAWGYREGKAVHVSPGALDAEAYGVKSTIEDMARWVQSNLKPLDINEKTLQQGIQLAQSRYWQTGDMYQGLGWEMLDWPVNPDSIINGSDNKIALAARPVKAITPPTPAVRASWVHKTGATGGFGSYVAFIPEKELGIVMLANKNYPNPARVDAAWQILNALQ
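20 mM phosphate pH 7.0 + 0.01% (detergent screen) or 0.0001% Triton X-100; 5.3 nM AmpC reagent; cpd preinc 15 min RT; nitrocefin (800 uM stock) to start; A480 q20 s × 4 min; Activity was normalised to no-enzyme and no-compound control wells.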
Giardia FBPA inh – qHTS Assay for Inhibitors of Fructose-1,6-bisphosphate Aldolase from Giardia Lamblia | A8B2U2 | purified Giardia FBPA | Potency, µM (series often up to 59.6 µM), for the others: at the top dose activity, negative = inhibition, actives largely listed as inhibitors | 0.71% of 290,000 active | AID 2451, 2010; also: potency is read from the fitted curve at half-maximal effect; nearly all actives have a fitted effect of over 55% in size
Target sequence (A8B2U2 whole entry, looked up): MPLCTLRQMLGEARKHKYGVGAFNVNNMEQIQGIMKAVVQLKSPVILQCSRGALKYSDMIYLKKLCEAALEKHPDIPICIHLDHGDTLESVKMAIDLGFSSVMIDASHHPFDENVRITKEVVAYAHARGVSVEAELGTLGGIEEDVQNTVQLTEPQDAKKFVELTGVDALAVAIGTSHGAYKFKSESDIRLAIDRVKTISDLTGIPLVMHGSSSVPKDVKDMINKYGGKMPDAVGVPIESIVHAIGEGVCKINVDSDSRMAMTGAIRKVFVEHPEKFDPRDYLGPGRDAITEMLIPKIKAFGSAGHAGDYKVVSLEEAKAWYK
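Giardia FBPA (40 nM reagent) was preincubated 10 min at RT with compound (up to 57.5 uM final), then substrate plus GAPDH/TPI/NAD/arsenate coupling system with diaphorase/resazurin was added; resorufin fluorescence (525/598 nm) was read after 20 min.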
Sm TGR inh – qHTS Assay for the Inhibitors of Schistosoma Mansoni Peroxiredoxins; purified TGR, DTNB reduction, TNB absorbance 405 nm; 3% of 360,000 active; Potency, µM (series often up to 114 µM), inactives show at the highest dose activity change, negative = inhibition, usual class: inhibitors; AID 485364, 2010; also: potency is read from the fitted curve at half-maximal effect; nearly all actives have a fitted effect of over 60% in size
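TGR 20 nM + NADPH 100 uM (dispensed conc.), cpd preinc 15 min RT; start with NADPH (500 uM addition) then DTNB (15 mM addition). Kinetic TNB absorbance, 405 nm filter. Four-parameter Hill fit across titration.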
HCMV antiviral – qHTS Assay for inhibitors of the human cytomegalovirus (HCMV). HFF cells, HCMV-luciferase reporter, 72 h; active compounds read low. activity change, negative = inhibition, % at 57.5 µM. 4.5% of 410,000 active. AID 1259415, 2018; in the data active = activity change below about -60%; inconclusive = no clear call, values can overlap the other calls; inactive = above about -39%
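Inhibition of viral replication was scored as loss of reporter luminescence in HFFs infected with HCMV-luciferase (MOI 1 PFU/cell) for 72 h; compounds tested at 2 doses, normalized to buffer and Salinomycin controls.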
HCV inhibitor – qHTS Assay for Inhibitors of Hepatitis C Virus (HCV); Huh7.5.1 HCVcc-Cre infection, luciferase reporter, 44 h; Potency, µM (titrated, usually from 41.8 µM), for the others: at the top dose activity change, negative = inhibition, hits mostly inhibitors; 3.4% of 340,000 active; also: potency is read from the fitted curve at half-maximal effect
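Infectious HCVcc-Cre (~0.5 moi) was added to cells just after compound, with cells seeded 4 h earlier at 1,000 per well. Luciferase activity after 44 h culture reported infection; substrate was incubated 15 min at room temperature before reading.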
AmpC no deterg – qHTS Inhibitors of AmpC Beta-Lactamase (assay without detergent); P00811; AmpC nitrocefin hydrolysis, absorbance 480 nm, 0.0001% Triton; Potency, µM (titrated, usually from 57.1 µM), without a hit: top-dose activity change, negative = inhibition, usual class: inhibitors; 0.52% of 330,000 active; AID 485341, 2010;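 also: potency is read from the fitted curve at half-maximal effect; plate controls were no compound for no effect and no enzyme for full effect; nearly all actives have a fitted effect of over 20% in size; some results filed as inactive show a strong effect at the top dose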
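20 mM phosphate pH 7.0 + 0.01% (detergent screen) or 0.0001% Triton X-100; 5.3 nM AmpC reagent; cpd preinc 15 min RT; nitrocefin (800 uM stock) to start; A480 q20 s × 4 min; Activity was normalised to no-enzyme and no-compound control wells.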
* marks the source's active call; other numbers are inactive results; ? = inconclusive; . = not tested or not shown; & = joins results of further samples; [ ] = another dose, or the depositor's remark. Unless noted, calls follow the shape of the dose curve; as a rule, active = well fitted curve in the direction sought with a large enough effect; inconclusive = small, poorly fitted or top-dose-only effect, or another doubt; inactive = no such curve, though single readings can be large; an effect the other way counts as inactive or inconclusive. Unless noted, % is scaled to controls: 0 for no effect and ±100 for the full control effect.

structure	HCMV antiviral	AmpC no deterg	Sm TGR inh	Giardia FBPA inh	AmpC inh detg	HCV inhibitor
CC1(C)Cc2c(cnn2-c2ccccc2)C(NC(=O)CCCN2CCCCC2=O)C1 (configuration not stated)	-13	92%[activator]	0%	.	-5%	-22%
Nc1cc(Oc2ccc(Cl)cc2Cl)nc(N)n1	23	-17%	11%	1%	-14%	23%
COc1cc(OC)cc(C(=O)NC(C(=O)Nc2ccc3c(c2)CCC3)C(C)C)c1 (configuration not stated)	26	-14%	5%	.	7%	?
CC(C(N)=O)N1C(=O)c2cccc3cccc1c23 (configuration not stated)	5	-23%	-8%	?	2%	-9%
CCN1CCN(c2nc3c(C)cccn3c(=O)c2/C=C(\C#N)C(=O)NC)CC1	-72*	-11%	5%	-1%	1%	7%
CC1CCN(C(=O)Cn2c3ccc(F)cc3c3nc4n(c(=O)c32)CCCS4)CC1	-38	-1%	-12%	.	-1%	?
Cc1ccc(C(=O)N2CC(=O)Nc3ccc(F)cc3C2c2ccccc2)cc1[N+](=O)[O-] (configuration not stated)	?	-5%	6%	-1%	-2%	2%
CNC(=S)N(CCc1c(C)[nH]c2ccccc12)Cc1ccco1	-14	-11%	-11%	-5%	-10%	1%
O=C(c1ccc([N+](=O)[O-])cc1)N1CCSC1c1ccccc1Cl (configuration not stated)	-16	-21%	20%	2%	-11%	-14%
O=C(CSc1nnc(COc2cccc3cccnc23)o1)N1CCN(C(=O)c2ccco2)CC1	-20	0%	-22%	-1%	-13%	1%

structure	HCMV antiviral	AmpC no deterg	Sm TGR inh	Giardia FBPA inh	AmpC inh detg	HCV inhibitor
Cc1ccc2nc3c(cc(C(=O)NCc4ccco4)c(=N)n3C(C)C)c(=O)n2c1	10	.	6%	.	11%	.
Cc1ccc(SCC(=O)OCC(=O)N(CCC#N)c2ccccc2)cc1	-28	25%	-7%	.	-1%	18%
COc1cccc(OCc2cc(C(=O)N3CCN(c4ccccc4OC)CC3)no2)c1	66	128%[activator]	?	-6%	?	?
CCCCCn1c(SCC#N)nc2cc(C(=O)NCC3CCCO3)ccc2c1=O (configuration not stated)	-28	-9%	6%	4%	3%	?
O=C(NCc1ccc(F)cc1Cl)c1cc(=O)[nH]c2ccc(S(=O)(=O)N3CCCCC3)cc12	-14	.	4%	.	-9%	.
CCc1ccc(C(=O)NNC(=O)CCc2nc3ccccc3c(=O)[nH]2)cc1	-25	-24%	-2%	.	?	6%
CC(=O)c1oc2ccccc2c1NC(=O)CCCN1C(=O)c2ccccc2C1=O	18	-20%	1%	-2%	-5%	9%
O=C(NCc1ccc2c(c1)OCO2)c1nnc(Cc2ccc(F)cc2)o1	-24	-1%	-5%	1%	?	0%
O=C(NCCNC(=O)c1cc(OCC(F)(F)F)ccc1OCC(F)(F)F)Nc1ccc(Cl)cc1	18	-21%	0%	1%	1%	8%
CCn1c(O)c(/C=N/N=C/c2ccccc2)c2ccc(C3=NNC(=O)CC3)cc21	-20	68%[activator]	-13%	1%	3%	?

Reprinted from the listing, three compounds:
structure	HCMV antiviral	AmpC no deterg	Sm TGR inh	Giardia FBPA inh	AmpC inh detg	HCV inhibitor
O=C(NCc1ccc2c(c1)OCO2)c1nnc(Cc2ccc(F)cc2)o1	-24	-1%	-5%	1%	?	0%
O=C(NCCNC(=O)c1cc(OCC(F)(F)F)ccc1OCC(F)(F)F)Nc1ccc(Cl)cc1	18	-21%	0%	1%	1%	8%
CCn1c(O)c(/C=N/N=C/c2ccccc2)c2ccc(C3=NNC(=O)CC3)cc21	-20	68%[activator]	-13%	1%	3%	?

Next part.
structure	HCMV antiviral	AmpC no deterg	Sm TGR inh	Giardia FBPA inh	AmpC inh detg	HCV inhibitor
CCOC(=O)C1=C(C)NC(=O)NC1c1cc(Br)c(O)c(OC)c1 (configuration not stated)	-2	-16%	7%	-5%	4%	14%&-3%
O=C(NC(=S)NNC(=O)c1ccccc1O)c1cccc([N+](=O)[O-])c1	102	-21%	-1%	11%	0%	7%
O=C(Cc1ccccc1)NCCS(=O)c1ccc(Cl)cc1 (configuration not stated)	-33	-18%	10%	3%	?	17%
O=C(NCCCN1CCN(c2ccccc2F)CC1)C1CCN(S(=O)(=O)c2cccs2)CC1	-68*	83%[activator]	4%	1%	2%	-21%
Cc1ccc(S(=O)(=O)N2CCN(C(=O)n3ccnc3)CC2)cc1	16	-6%	-15%	.	-24%	4%
O=C(NCCCc1nc2ccccc2[nH]1)c1cccs1	2	-20%	-2%	-14%	-12%	6%
CCOc1ccc(NC(=O)C2=NN(c3ccccc3)C(=O)CC2)cc1S(=O)(=O)N1CCCCC1	-9	78%[activator]	6%	.	1%	11%
CCOC(=O)c1cnn2c(N)c(C#N)nnc12	-11	0%	-4%	2%	?	0%
COc1ccccc1C(=O)NCCC(=O)NN1C(=O)NC2(CCCCC2)C1=O	-20	-15%	5%	.	?	20%
O=c1c2c(O)cc(O)cc2oc2ccc(O)c(O[C@@H]3O[C@H](CO)[C@@H](O)[C@H](O)[C@H]3O[C@H]3O[C@H](CO)[C@@H](O)[C@H](O)[C@H]3O)c12	23	-15%	2%	.	?	14%

structure	HCMV antiviral	AmpC no deterg	Sm TGR inh	Giardia FBPA inh	AmpC inh detg	HCV inhibitor
Cc1csc2nc(O)c(C(=O)NCC3CCCO3)c(=O)n12 (configuration not stated)	44	-9%	-2%	.	5%	1%
O=C(NCCCn1ccnc1)c1cc2cc([N+](=O)[O-])ccc2oc1=O	-16	-18%	4%	1%	3%	21%
COc1ccc(CCNC(=O)c2cc(=O)[nH]c3ccc(S(=O)(=O)N4CCCCC4)cc23)cc1OC	0	.	-1%	.	-1%	.
COc1ccc(/C=N/NC(=O)CCc2n[nH]c(=O)[nH]c2=O)cc1OC	-9	-14%	-13%	-8%	?	-1%
COc1cccc(CNC(=O)c2ccc3nc[nH]c3c2)c1	-21	-13%	11%	9%	0%	17%
CCCCCCCCn1sccc1=O	-2	-4%	0%	.	2%	?
CCCNC(=O)CSc1ccc(S(=O)(=O)N2CCCC2)cn1	14	-9%	-17%	.	-8%	7%
CC(C)(O)[C@H](O)COc1c2ccoc2cc2oc(=O)ccc12	15	-3%	1%	-2%	?	3%[8.37 µM]
Cc1cc(Cl)nc(-n2nc(C)cc2C)n1	?	-5%	15%	0%	-1%	-21%
CCCOC(=O)COC(=O)c1ccccc1NC(=O)c1ccccc1	24	-36%	0%	2%	-2%	16%

Only AmpC no deterg, Giardia FBPA inh and HCV inhibitor (2 entries from above):
| Structure | AmpC no deterg | Giardia FBPA inh | HCV inhibitor |
| --- | --- | --- | --- |
| Cc1cc(Cl)nc(-n2nc(C)cc2C)n1 | -5% | 0% | -21% |
| CCCOC(=O)COC(=O)c1ccccc1NC(=O)c1ccccc1 | -36% | 2% | 16% |

Further entries:
structure	HCMV antiviral	AmpC no deterg	Sm TGR inh	Giardia FBPA inh	AmpC inh detg	HCV inhibitor
O=C(Cn1c(=O)cnc2ccccc21)NNC(=O)c1ccccc1Cl	80	-25%	3%	.	1%	14%
CCN(CC)S(=O)(=O)c1cccc(C(=O)Nc2ccc3c(c2)OCO3)c1	11	-32%	1%[57.1 µM]	-5%	?	?
CCn1nc(/C=C/c2ccccc2)nc2c(=O)n(C)c(=O)nc1-2	-96*	-27%	-35%	1%	-6%	2.5µM*
O=C1CNC(=O)N1Cc1ccc(Br)cc1	.	0%	4%	-3%	?	5%
CCCNC(=O)C1CCCN(S(=O)(=O)c2ccc3c(c2)CC(C)N3C(=O)C2CC2)C1 (configuration not stated)	57	66%[activator]	1%	13%	3%	-5%
O=C(NCc1ccco1)/C(=C/c1ccc(Br)cc1)NC(=O)c1ccco1	-17	-10%	-16%	2%	-11%	-26%
COc1ccc2nccnc2c1[N+](=O)[O-]	-21	-15%	-4%	4%	-1%	11%
COc1ccc(NC(=O)CCn2nnc(-c3ccc(C)cc3)n2)cc1OC	-36	-1%	-23%	0%	?	?
O=C(/C=C\Nc1ccc(Br)cc1)c1cccnc1	97	-12%	5%	0%	?	13%
COc1ccccc1CCNC(=O)Cn1ccc2cc(S(=O)(=O)N3CCC(C)CC3)ccc21	-33	-30%	-8%	3%	-13%	?

structure	HCMV antiviral	AmpC no deterg	Sm TGR inh	Giardia FBPA inh	AmpC inh detg	HCV inhibitor
CCOc1ccc(C(=O)NCCC(=O)N2CCC3(CC2)NCCc2[nH]cnc23)cc1OCC	2	-5%	-1%	.	?	6%
CC(=O)Nc1ccc(/C=C(\C#N)S(=O)(=O)c2ccc(C)cc2)cc1	-1	-5%	.	.	.	10%
O=C1c2ccccc2C(=O)N1CCc1csc(-c2ccccc2)n1	?	-25%	9%	-5%	-5%	-19%
COc1cc(OC)cc(OCC(O)Cn2cnc(-c3ccccc3)c2)c1 (configuration not stated)	-13	33%	-11%	?	-14%	?
CS(=O)(=O)N1CCC(Oc2ccccc2C(=O)N2CCNC(=O)C2)CC1	98	1%	39%[activator]	2%	2%	9%
CC(=O)C(Cc1ccccc1)NC(=O)COC(=O)c1ccc(-n2cnnn2)cc1 (configuration not stated)	-12	-14%	.	.	.	-4%
CCOc1ccc(C2C(C#N)=C(N)Oc3cc(C)n(CCN(C)C)c(=O)c32)cc1OCC (configuration not stated)	-1	-18%	-28%	0%	1%	10%&-3%
COC(=O)c1ccccc1N1C(=O)C2C(C1=O)C1C=CC2C12CC2 (configuration not stated)	-8	-1%	6%	4%	6%	5%
Cc1ccc(S(=O)(=O)N2CCCC2)cc1[N+](=O)[O-]	-7	-26%	5%	3%	-15%	36%[activator]
Cc1ccsc1C(=O)N1CCCC(N(C)Cc2ccccc2)C1 (configuration not stated)	-36	-1%	-21%	-3%	0%	-9%
C=CCNC(=S)Nc1sc2c(c1C(=O)OCC)CC(C)(CC)OC2 (configuration not stated)	-31	-25%	-26%	-5%	0%	10%
CS(=O)(=O)N(Cc1ccco1)Cc1ccccc1Cl	50	-6%	-12%	-4%	-3%	1%

Of the compounds above, four contain bromine:
structure	HCMV antiviral	AmpC no deterg	Sm TGR inh	Giardia FBPA inh	AmpC inh detg	HCV inhibitor
CCOC(=O)C1=C(C)NC(=O)NC1c1cc(Br)c(O)c(OC)c1 (configuration not stated)	-2	-16%	7%	-5%	4%	14%&-3%
O=C1CNC(=O)N1Cc1ccc(Br)cc1	.	0%	4%	-3%	?	5%
O=C(NCc1ccco1)/C(=C/c1ccc(Br)cc1)NC(=O)c1ccco1	-17	-10%	-16%	2%	-11%	-26%
O=C(/C=C\Nc1ccc(Br)cc1)c1cccnc1	97	-12%	5%	0%	?	13%
